# Source: PubChem BioAssay
# Fam108B inh: mouse Fam108B serine hydrolase inhibitors, primary screen, counter-screen for RBBP9 inhibitor project, biochemical, fluorescence polarization. inhibition, % at 9.51 µM. recombinant Fam108B, FP-Rh probe fluorescence polarization. hit rate 0.33% among 300,000;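 active = inhibition above the screen mean inhibition plus 3 SD, computed separately per campaign, cut at about 18% in these data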;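 also: inhibitors lower polarization as less probe binds the enzyme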
# MCL1 BIM primary: inhibitors of MCL1 binding to BIM-BH3, primary screen, biochemical, fluorescence polarization | GST-MCL1 / FITC-Bim-BH3 fluorescence polarization | hit rate 0.68% among 320,000 | inhibition, % at 10.9 µM;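 active = inhibition above the mean inhibition of all tested compounds plus 3 SD, set per campaign, cut at about 40% in these data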;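 also: 0% = DMSO wells and 100% = unlabeled Bim-BH3 peptide control; higher means more loss of mP so more displacement of Bim peptide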
# EBNA-1 inh: EBNA-1 DNA-binding inhibitors, primary screen, biochemical, fluorescence polarization | hit rate 0.34% among 300,000 | inhibition, % at 14.8 µM; in the data active = inhibition above about 28%
# BCLXL inh: inhibitors of human Bcl-xL, primary screen, biochemical, fluorescence polarization, HTS | Bcl-2-like protein 1 (Homo sapiens), Q07817 | hit rate 0.7% among 320,000 | GST-Bcl-xL / FITC-Bim BH3 peptide fluorescence polarization | inhibition, % at 10.9 µM | AID 2129, 2009;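 active = inhibition above the mean of all tested compounds plus 3 SD, cutoff set per campaign, cut at about 30% in these data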;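 also: 0% = DMSO wells and 100% = unlabeled Bim-BH3 peptide competitor; inhibitors lower millipolarization by displacing the labeled peptide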
# Efflux pump mplx: inhibitors of Candida efflux pumps in yeast, primary screen, S. cerevisiae, Nile Red, multiplex; S. cerevisiae Candida pump triplex; inhibition, % at 10 µM; hit rate 0.44% among 330,000; AID 485275, 2010;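 active = plate passing quality check with inhibition over a set limit, or well fluorescence over plate mean plus 4 SD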;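 also: Nile Red retained in pooled yeast measured as flow cytometry median fluorescence; 0% = buffer negative control and 100% = Enniatin B positive control; higher means more Nile Red kept so more efflux inhibition; some compounds called inactive have numbers as strong as hits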
# GLD-1 TGE inh: GLD-1/TGE RNA complex disruptors, primary screen, biochemical, fluorescence polarization; Female germline-specific tumor suppressor gld-1 (Caenorhabditis elegans), Q17339; purified GLD-1 + fluorescein TGE RNA; inhibition, % at 5.96 µM; hit rate 0.44% among 320,000; AID 2280, 2010;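 active = percent inhibition above a per-plate cutoff, the plate mean of test compounds plus 3 SD, cut at about 30% in these data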;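 also: 0% = DMSO wells with GLD-1 and probe and 100% = wells lacking GLD-1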
# Target sequence (Q17339 whole entry, looked up): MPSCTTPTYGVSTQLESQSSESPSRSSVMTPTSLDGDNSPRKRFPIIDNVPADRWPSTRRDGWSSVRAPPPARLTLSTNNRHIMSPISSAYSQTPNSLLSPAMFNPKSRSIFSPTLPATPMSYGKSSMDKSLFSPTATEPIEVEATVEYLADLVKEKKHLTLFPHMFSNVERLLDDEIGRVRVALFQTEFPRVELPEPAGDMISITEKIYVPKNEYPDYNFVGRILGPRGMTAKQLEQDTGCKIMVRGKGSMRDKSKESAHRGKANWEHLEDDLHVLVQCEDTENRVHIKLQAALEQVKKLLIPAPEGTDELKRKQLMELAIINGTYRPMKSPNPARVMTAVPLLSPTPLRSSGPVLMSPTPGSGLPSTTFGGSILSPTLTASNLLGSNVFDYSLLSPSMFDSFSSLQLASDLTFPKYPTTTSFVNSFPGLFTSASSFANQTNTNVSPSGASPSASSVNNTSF
# ZTA counter: blocks Epstein-Barr virus ZTA, an EBNA-1 counter-screen; P03206; ZTA-DNA binding, fluorescence polarization; inhibition, % at 11 µM; hit rate 0.15% among 320,000; AID 2234; in the data active = inhibition above about 33%
# MEX-5 binding: MEX-5 zinc finger RNA-binding disruptors – biochemical, C. elegans, fluorescence polarization, MLPCN library, primary screen; Zinc finger protein mex-5 (Caenorhabditis elegans), Q9XUB2; MEX-5/FITC-TCR2 RNA binding; active compounds read low; activity score (negative = inhibition of binding), % at 10 µM; hit rate 0.38% among 300,000; AID 1832, 2009;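 active = inhibition past about -25% in most replicates, and total fluorescence under double the plate's negative control median, limit read from the data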;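 also: 0% = DMSO and -100% = 5 µM competing unlabeled TCR2 RNA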
# Target sequence (Q9XUB2 whole entry, looked up): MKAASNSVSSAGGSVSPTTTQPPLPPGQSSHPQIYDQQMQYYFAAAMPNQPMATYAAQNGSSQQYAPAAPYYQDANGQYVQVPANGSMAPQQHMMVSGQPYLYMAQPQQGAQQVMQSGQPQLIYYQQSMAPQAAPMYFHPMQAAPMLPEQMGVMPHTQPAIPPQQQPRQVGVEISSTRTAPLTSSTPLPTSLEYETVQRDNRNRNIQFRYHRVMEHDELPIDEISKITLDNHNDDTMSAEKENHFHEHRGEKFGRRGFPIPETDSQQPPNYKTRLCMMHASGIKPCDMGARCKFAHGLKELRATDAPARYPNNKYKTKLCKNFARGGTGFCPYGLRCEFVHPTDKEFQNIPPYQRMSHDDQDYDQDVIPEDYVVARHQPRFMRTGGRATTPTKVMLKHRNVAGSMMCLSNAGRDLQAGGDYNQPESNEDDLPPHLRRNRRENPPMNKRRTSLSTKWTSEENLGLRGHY
# CR mimetic SO: reduction of superoxide in aged yeast, primary screen, HTS. S. cerevisiae aged cells, superoxide DHE fluorescence; active compounds read low. superoxide response (% of plate mean), % at 10 µM. hit rate 0.18% among 330,000;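 active = superoxide response under a set limit, about three screen SD below normal, cut at about 65% in these data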;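 also: yeast aged for seven days with compound at 30 °C before DHE staining; 100% = average MFI of all compound-treated wells on the plate with controls excluded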
# The depositor's hits bear a star; / = no result given.
SMILES,Fam108B inh,MCL1 BIM primary,EBNA-1 inh,BCLXL inh,Efflux pump mplx,GLD-1 TGE inh,ZTA counter,MEX-5 binding,CR mimetic SO
CC(/C=N/n1c(COc2ccccc2)n[nH]c1=S)=C\c1ccco1,-1,-3,-5,-3,-0.1,4,-2,2.8,78
CN(C(=O)CSc1nc2ccc([N+](=O)[O-])cc2s1)C1CCS(=O)(=O)C1 (stereo not drawn),-1,-2,0,-2,0.0,-6,-21,0.5,106
O=C(Cc1ncc(C(F)(F)F)cc1Cl)NC1CC1,-1,4,-3,5,-0.2,3,-19,2.5,110
N#Cc1c(N)n[nH]c1Cc1cccc2ccccc12,-7,2,-3,4,/,-1,-21,2.3,/
COc1cc(C(=O)NCCC(=O)NCCN2CCOCC2)cc(OC)c1OC,-1,0,2,2,0.1,0,-5,-2.5,92
COc1ccc(-n2nc(C(=O)NCC(=O)N3CCCCC3)c3ccccc3c2=O)cc1,1,12,6,8,-0.1,4,9,-1.4,96
CCCCOC(=O)/C=C\C(=O)NC(N)=O,0,0,-7,-2,0.6,-1,-5,5.2,106
O=C(COC(=O)Cc1n[nH]c(=O)c2ccccc12)Nc1ncc(Cl)cc1Cl,/,20,/,20,0.2,16,2,/,102
CCC(=O)Nc1cc2c(C)cc(=O)oc2cc1C,1,2,8,3,0.2,2,-8,-0.8,93
Cc1cccc(C(=O)N=c2c(C#N)cc3c(=O)n4cccc(C)c4nc3n2Cc2ccco2)c1,-4,64*,4,43*,0.3,21,-5,-10,108
CC(=O)c1ccccc1C(=O)N1CCCC(C(=O)c2ccc(C(F)(F)F)cc2)C1 (stereo not drawn),2,-1,-9,1,0.0,7,-4,2.2,91
O=C(COC(=O)/C=C/c1ccc([N+](=O)[O-])cc1)NCC1CCCO1 (stereo not drawn),3,1,-3,2,0.0,9,5,-1.6,107
COc1ccc(N2CCN(CC(=O)NC(=O)NCc3ccco3)CC2)cc1,3,5,1,5,0.4,6,-6,-1.7,94
Cc1cccc(NC(=O)CC23CC4CC(C2)CC(n2nnc(C)n2)(C4)C3)c1,-6,0,0,0,0.9,8,-4,2.8,110
COc1cc(OC)cc(C(=O)NNC(=O)c2ccc(-n3cncn3)c([N+](=O)[O-])c2)c1,3,4,0,3,0.0,4,0,-12,113
O=C1C2C3C=CC(C3)C2C(=O)N1c1ccncc1 (stereo not drawn),7,5,-17,-3,0.2,13,-14,-0.6,109
O=C(NCc1ccco1)C(C(=O)c1ccc(F)cc1)n1ccccc1=O (stereo not drawn),0,0,-9,0,-0.1,2,-5,1.4,107
CCN(CC)C(=O)CSc1nnc(CCN)o1,2,4,1,-2,-0.2,10,-6,/,80
CCOc1cccc(OCCCNCCCOC)c1,1,-1,-14,7,0.1,6,-2,-0.2,100
Cc1cc(C)nc(NS(=O)(=O)c2ccc(NC(=O)CN3C(=O)c4ccccc4C3=O)cc2)n1,-3,8,3,1,-0.1,2,2,0.4,109
CC(=O)N1CC2(NC(=O)c3ccccc3N2)c2ccccc21 (stereo not drawn),3,3,9,4,0.0,4,6,4.8,96
N/C(=N\OC(=O)c1ccc(Cl)cc1)c1cccnc1,0,4,0,7,0.1,7,3,0.9,96
Cc1ccc(-n2nc3ccc(NC(=O)c4ccc5c(c4)OCO5)cc3n2)cc1,-3,8,-5,-4,0.1,-2,4,-2.1,87
CCCc1nnc(SCC(=O)Nc2ccc(NC(C)=O)cc2)n1-n1cccc1,-3,-8,7,-3,0.1,1,-11,-1.0,106
O=C(NCC(=O)N1CCN(S(=O)(=O)/C=C/c2ccccc2)CC1)c1ccccc1F,3,-11,-5,-3,0.1,-5,11,2.0,114
c1ccc(N2CCN(C3CC4CCC3C4)CC2)cc1 (stereo not drawn),5,6,7,2,-0.2,1,-23,1.1,90
COCc1ccc(CN2CCC(n3nccc3NC(=O)CCCc3ccccc3)CC2)o1,-2,6,2,6,-0.1,8,-6,1.6,117
CC1CCN(C(=O)c2ccc3ccccc3c2)CC1,2,8,8,9,0.2,-4,-10,-0.8,95
Cc1ccc(C(C(=O)NC2CCCCC2)N(C(=O)c2csnn2)C2CCCC2)o1 (stereo not drawn),4,0,-3,5,0.4,9,-4,0.2,106
CCOC(=O)c1cnc2c(CC)cccc2c1NCCN1CCOCC1,-4,20,-4,7,-0.1,3,-17,0.1,93
O=C(OCC(O)C(O)COC(=O)c1ccccc1)c1ccccc1 (stereo not drawn),-5,8,-12,3,-0.1,4,-14,2.1,99
COc1ccc(/C=N/NS(=O)(=O)c2ccccc2)cc1OC,-1,-4,1,3,-0.1,6,2,-1.4,115
Cc1ccc(NC(=O)COC(=O)CCc2ccccc2)c(Cl)c1,1,1,-1,2,0.0,4,0,-0.5,84
COc1ccc(CCNC(=O)c2c(C)noc2C)cc1,6,22,7,3,-0.1,1,-8,3.1,98
COc1ccc2[nH]c(=O)c(CN(C(=O)c3cccnc3)c3ccc(C)cc3C)cc2c1,-1,-2,5,2,-0.2,0,10,-4.4,100
CCOc1ccccc1NC(=O)c1ccccc1N(C)S(=O)(=O)c1ccc(C)cc1,5,-2,-9,3,0.1,2,0,-3.4,103
CCc1ccc(NC(=O)C2CCN(S(=O)(=O)c3ccc4c(c3)NC(=O)C(C)S4)CC2)cc1 (stereo not drawn),-16,-18,1,-5,0.1,-3,-17,-0.7,87
CCO[C@@H]1OC(C(=O)N2CCN(Cc3ccccc3)CC2)=C[C@H](c2coc3ccccc3c2=O)[C@H]1CCCO,0,5,12,1,0.0,-1,-8,-1.9,96
COc1cc2c(C(=O)N3CCN(c4cccc(Cl)c4)CC3)cn(C)c(=O)c2cc1OC,-5,3,-3,4,0.1,4,-19,0.5,103
Cc1ccc2c(c1)C(C)CC(C)(C)N2C(=O)CN1CCN(C)CC1 (stereo not drawn),1,2,-18,4,0.0,0,6,-1.2,101
Cc1c(C(=O)c2ccccc2)c2ccccn2c1CCc1ccccn1,1,2,0,8,0.1,8,3,0.6,90
N#CCCN(Cc1ccccc1)C(=O)Nc1ccc2c(c1)CCO2,0,0,3,6,-0.2,-2,10,0.3,106
Cc1nnc(N/N=C/c2c[nH]c3ccccc23)[nH]c1=O,2,4,3,4,0.0,-3,13,-2.1,88
Cc1cccc(S(=O)(=O)N2CN(CC3CCCO3)c3nc4ccccc4nc32)c1 (stereo not drawn),1,17,1,12,-0.1,16,9,3.0,108
O=C(c1ccncc1)c1nccn1-c1ccccn1,-2,1,10,0,-0.1,2,16,-1.4,139
CC(=O)c1sc(-c2ccc(F)cc2)cc1NS(=O)(=O)c1ccc(C)cc1,0,9,4,6,0.0,-1,-1,0.2,84
O=C1CC(C(=O)N2CCN(c3ccccn3)CC2)CN1Cc1ccccc1Cl (stereo not drawn),1,-1,5,6,0.0,6,7,1.1,113
Cc1ccc(Nc2nc(CSc3nnc(-c4ccc(F)cc4)n3C)cs2)cc1,2,-4,-8,-3,-0.2,7,-3,3.3,106
COc1cccc(NC(=O)c2cnc(SCC(=O)NCc3ccc4c(c3)OCO4)n(C)c2=O)c1,-2,-2,-4,-1,0.0,4,-5,-1.3,93
CCc1nn(CCCC(=O)N(C)Cc2ccccc2)c(=O)c2cc3occc3n12,0,9,-11,2,-0.1,1,8,0.5,94
COC(=O)[C@H](CC(C)C)NC(=O)NCCC1=CCCCC1,3,3,1,6,-0.2,-4,1,1.8,94
CCN(CC)CCOC(=O)c1cccc(OC)c1,4,6,-6,6,-0.1,8,-31,-2.5,103
Cc1cc2cc(CN(CC3CCCO3)C(=S)NCc3ccco3)c(=O)[nH]c2cc1C (stereo not drawn),3,6,-7,7,0.4,-6,-1,5.4,85
COc1ccc([N+](=O)[O-])cc1N(CC(=O)O)S(C)(=O)=O,-3,0,5,3,0.0,-6,9,-1.1,100
COc1ccc(/C=C/C(=O)c2ccc(Cl)cc2)c(OC)c1,5,6,11,-5,1.2,-3,13,-2.6,90
COc1ccc(N2CCN(C(=O)c3cc(C)oc3C)CC2)cc1,-2,4,2,2,0.4,1,-9,-3.4,102
O=c1[nH]c(=O)n(C2CCCO2)cc1Br (stereo not drawn),-10,-3,-5,0,0.2,1,-5,-0.4,97
CCOc1ccccc1C1CC(=O)NC2=C1C(=O)CC(C)(C)C2 (stereo not drawn),-2,6,-10,3,0.4,4,-16,1.4,107
COc1cccc2cc(C(=O)OCC(=O)NCc3ccc4c(c3)OCO4)c(=O)oc12,5,-14,-13,-15,0.1,-2,-6,-1.4,92
CCN(CC)CCNC(=O)C(=O)NCC1OCCN1S(=O)(=O)c1cccs1 (stereo not drawn),1,10,6,10,-1.0,4,-2,2.8,96
CCc1ccccc1N1C(=O)C2C3C=CC(CC3)C2C1=O (stereo not drawn),1,-2,13,0,-0.2,2,0,1.1,96
Clc1ccc(/C=N/NC2=Nc3cccc4cccc2c34)cc1,8,32,-2,25,0.7,10,-1,-7.0,106

# 13 of the compounds above, with two lines to a compound.
# Below each compound – Fam108B inh	MCL1 BIM primary	EBNA-1 inh	BCLXL inh	Efflux pump mplx	GLD-1 TGE inh	ZTA counter	MEX-5 binding	CR mimetic SO
COc1cccc(NC(=O)c2cnc(SCC(=O)NCc3ccc4c(c3)OCO4)n(C)c2=O)c1
    -2	-2	-4	-1	0.0	4	-5	-1.3	93
CCc1nn(CCCC(=O)N(C)Cc2ccccc2)c(=O)c2cc3occc3n12
    0	9	-11	2	-0.1	1	8	0.5	94
COC(=O)[C@H](CC(C)C)NC(=O)NCCC1=CCCCC1
    3	3	1	6	-0.2	-4	1	1.8	94
CCN(CC)CCOC(=O)c1cccc(OC)c1
    4	6	-6	6	-0.1	8	-31	-2.5	103
Cc1cc2cc(CN(CC3CCCO3)C(=S)NCc3ccco3)c(=O)[nH]c2cc1C (stereo not drawn)
    3	6	-7	7	0.4	-6	-1	5.4	85
COc1ccc([N+](=O)[O-])cc1N(CC(=O)O)S(C)(=O)=O
    -3	0	5	3	0.0	-6	9	-1.1	100
COc1ccc(/C=C/C(=O)c2ccc(Cl)cc2)c(OC)c1
    5	6	11	-5	1.2	-3	13	-2.6	90
COc1ccc(N2CCN(C(=O)c3cc(C)oc3C)CC2)cc1
    -2	4	2	2	0.4	1	-9	-3.4	102
O=c1[nH]c(=O)n(C2CCCO2)cc1Br (stereo not drawn)
    -10	-3	-5	0	0.2	1	-5	-0.4	97
CCOc1ccccc1C1CC(=O)NC2=C1C(=O)CC(C)(C)C2 (stereo not drawn)
    -2	6	-10	3	0.4	4	-16	1.4	107
COc1cccc2cc(C(=O)OCC(=O)NCc3ccc4c(c3)OCO4)c(=O)oc12
    5	-14	-13	-15	0.1	-2	-6	-1.4	92
CCN(CC)CCNC(=O)C(=O)NCC1OCCN1S(=O)(=O)c1cccs1 (stereo not drawn)
    1	10	6	10	-1.0	4	-2	2.8	96
CCc1ccccc1N1C(=O)C2C3C=CC(CC3)C2C1=O (stereo not drawn)
    1	-2	13	0	-0.2	2	0	1.1	96
